CRFR2-BP antag = antagonists of CRF-binding protein/CRF-R2 receptor complex; HEK293 CRF-R2/CRF-BP, CRF-induced calcium fluorescence; inhibition, % at 11.8 µM; hit rate 0.59% among 350,000; AID 588475;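 active means inhibition of the ligand-induced calcium signal above about 50% at the single tested concentration, limit read from the data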
M5 antag = blocks acetylcholine activation of human M5 receptor | inhibition, % at 3 µM | CHO-hM5 cells, Fluo-8 calcium fluorescence, ACh EC80 | P08912 | hit rate 0.59% among 360,000;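 active means inhibition above a per-plate cutoff, the mean of that plate's test compounds plus 3 SD, cut at about 27% in these data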;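 further: 0% = acetylcholine EC80 with DMSO and 100% = DMSO without agonist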
Target sequence (P08912 whole entry, looked up): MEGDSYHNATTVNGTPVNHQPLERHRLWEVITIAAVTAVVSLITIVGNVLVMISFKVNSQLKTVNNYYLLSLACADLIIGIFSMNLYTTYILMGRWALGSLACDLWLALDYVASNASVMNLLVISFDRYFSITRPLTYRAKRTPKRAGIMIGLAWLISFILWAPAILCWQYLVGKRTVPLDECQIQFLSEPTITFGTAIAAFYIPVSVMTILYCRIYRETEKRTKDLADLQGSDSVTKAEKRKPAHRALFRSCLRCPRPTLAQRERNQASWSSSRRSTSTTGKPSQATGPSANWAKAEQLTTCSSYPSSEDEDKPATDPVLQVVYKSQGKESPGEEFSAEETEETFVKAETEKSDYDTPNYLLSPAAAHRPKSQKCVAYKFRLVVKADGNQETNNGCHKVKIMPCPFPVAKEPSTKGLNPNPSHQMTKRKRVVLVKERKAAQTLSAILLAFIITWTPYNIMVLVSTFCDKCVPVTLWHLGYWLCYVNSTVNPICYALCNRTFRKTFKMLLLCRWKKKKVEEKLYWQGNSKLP
M4 PAM = positive allosteric modulators of human muscarinic M4 receptor; P08173; hit rate 0.4% among 360,000; AID 624126; CHO-K1 hM4/Gqi5, Fluo-8 calcium fluorescence, ACh EC20; 0% = ACh EC20, 100% = maximal ACh; activation, % at 3 µM;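 active means activation above its plate's cutoff, the mean activation of sample wells plus 3 SD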; further: some results filed as inactive read as strong as hits
Target sequence (P08173 whole entry, looked up): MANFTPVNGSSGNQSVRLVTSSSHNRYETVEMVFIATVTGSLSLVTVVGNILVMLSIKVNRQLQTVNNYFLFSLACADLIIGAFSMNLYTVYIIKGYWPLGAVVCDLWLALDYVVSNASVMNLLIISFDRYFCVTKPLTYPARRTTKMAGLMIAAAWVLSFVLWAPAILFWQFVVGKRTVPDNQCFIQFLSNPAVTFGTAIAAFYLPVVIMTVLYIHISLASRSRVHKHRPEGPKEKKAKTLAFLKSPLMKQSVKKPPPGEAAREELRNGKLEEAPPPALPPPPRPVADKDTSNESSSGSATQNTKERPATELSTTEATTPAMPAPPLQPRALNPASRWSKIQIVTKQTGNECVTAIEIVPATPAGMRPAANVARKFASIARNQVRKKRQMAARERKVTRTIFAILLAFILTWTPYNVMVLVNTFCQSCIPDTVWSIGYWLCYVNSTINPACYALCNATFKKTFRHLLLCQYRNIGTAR
M4 ag = agonists of human muscarinic M4 receptor (CHRM4). P08173. CHO-K1 hM4/Gqi5, Fluo-8 calcium fluorescence; vehicle 0%, full acetylcholine response 100%. activation, % at 3 µM. hit rate 0.14% among 360,000. AID 624127;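 active means activation above the run mean over all test wells plus 3 SD, cut at about 32% in these data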;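 further: peak over basal fluorescence ratio per well then scaled between controls; 0% = DMSO wells and 100% = acetylcholine at EC100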
M5 ag = CHRM5 agonism in calcium assay. CHO-K1 hM5 cells, Fluo-8 calcium fluorescence; 0% DMSO wells, 100% maximal acetylcholine response. activation, % at 3 µM. hit rate 0.19% among 360,000;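 active means activation above the run's mean over test compounds plus 3 SD, cut at about 23% in these data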;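 further: signal is peak over basal fluorescence ratio across the kinetic read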
IDE inh = cellular human IDE inhibition. HEK cells, FAbetaB cleavage, fluorescence polarization. inhibition, % at 5.59 µM. hit rate 0.41% among 320,000;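 active means percent inhibition above the average of all tested compounds plus 3 SD, set per screening campaign, cut at about 16% in these data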;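 further: IDE supplied by intact live HEK cells; FP after avidin binding of uncleaved biotin substrate so inhibition keeps polarization high; 0% = DMSO wells and 100% = 60 µM reference IDE inhibitor Ii1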
CHRM4 antagonist = CHRM4 antagonism in calcium assay. CHO-hM4 cells, ACh EC80, Fluo-8 calcium fluorescence. inhibition, % at 3 µM. hit rate 0.73% among 360,000;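 active means inhibition above its plate's cutoff, the mean inhibition of sample wells plus 3 SD, cut at about 27% in these data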;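 further: 0% = acetylcholine EC80 with DMSO and 100% = DMSO without agonist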
M5 PAM = potentiates acetylcholine response at human M5 receptor | CHO-K1 hM5, Fluo-8 calcium, ACh EC20 PAM; 0% = ACh EC20, 100% = ACh EC100 | P08912 | activation, % at 3 µM | hit rate 0.3% among 360,000;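 active means activation above the run cutoff, the mean activation of all test compounds plus 3 SD, cut at about 18% in these data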
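Probe or stimulus: acetylcholine, EC20 level; Assay system: human M5 receptor in CHO-K1 cells; Schedule: compound preincubation 140 s before EC20 acetylcholine addition; Technique: intracellular calcium via Fluo-8 fluorescence; Dosing: single-point, 3 µM nominal; Read-out basis: percent activation from peak-over-basal fluorescence ratio, scaled EC20-to-EC100 acetylcholine; Repeats: one well per compound, no replicates.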
CRFBP-R2 agonist = agonists of human CRF-binding protein/CRF-R2 receptor complex | hit rate 0.46% among 350,000 | activation, % at 13.2 µM | HEK293 CRF-R2/CRF-BP, calcium dye fluorescence (FLIPR); percent of saturating CRF peptide response;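 active means activation of at least 50%, plus an integration ratio under a set limit after plate pattern correction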;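 further: plate controls were neutral control wells without compound for no effect and CRF at EC100 for full effect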
* hit, by the source's call; x = no result given; & = joins results of further samples.

canonical_smiles | CRFR2-BP antag | M5 antag | M4 PAM | M4 ag | M5 ag | IDE inh | CHRM4 antagonist | M5 PAM | CRFBP-R2 agonist
CCCOc1ccc(C(O)C(CN2CCOCC2)c2ccccc2)cc1 (stereo not given) | -2 | -2 | -6 | 0 | -3 | -2 | 4 | -2 | -0.9
CN1CCN(Cc2cn(C)nc2-c2ccccc2F)CC1c1ccccc1 (stereo not given) | 0 | -5 | 1 | 1 | -16 | -5 | -9 | 3 | 6.3
COc1ccc(/C=C2/SC(=S)N(Cc3ccccc3)C2=O)cc1O | -6 | 4 | 5 | 1 | 1 | x | -5 | 4 | -1.2
Cn1nc(C(=O)NC2CCCCCC2)ccc1=O | 1 | -6 | -6 | 0 | -3 | 7 | -2 | 4 | -0.3
CCCCS(=O)(=O)Nc1ccc2cn[nH]c2c1 | -23 | 6 | 1 | 3 | 2 | 1 | 1 | 6 | 2.7
CCOc1cccc2cc(C(=O)NCc3ccccc3)c(=N)oc12 | 5 | 4 | 1 | 1 | -2 | 1 | -14 | -3 | 0.8
CS(=O)(=O)N(C(=O)NC(=O)NC12CC3CC(CC(C3)C1)C2)C1CCCCC1 | 1 | 1 | -3 | 0 | -1 | 2 | -1 | 7 | 1.9
Cc1cc2oc(=O)cc(CN3CCCCC3C)c2cc1C (stereo not given) | 6 | 2 | -7 | 0 | 0 | 5 | 11 | -2 | -0.6
Cc1ccnc2nc(C(=O)N3CCN(c4ccc(F)cc4)CC3)nn12 | 7 | 1 | 5 | 0 | -1 | 2 | -4 | -1 | 0.1
CC(=O)Nc1ccc(NC(=O)c2ccc(Cl)c(S(=O)(=O)N3CCc4ccccc43)c2)cc1 | -22 | -4 | 8 | 1 | 1 | x | -10 | 12 | 4.8
COc1ccc2oc(=O)cc(-c3cc4cccc(OC)c4o3)c2c1 | -10 | -5 | 0 | 0 | -2 | -8 | 0 | 7 | -0.8
C[C@H](CO)N1C[C@H](C)[C@@H](CN(C)CC2CCCCC2)Oc2c(NS(=O)(=O)c3ccccc3)cccc2C1=O | -7 | 15 | 11 | -1 | -4 | -4 | -13 | 4 | -1.3
COc1ccc(C(CNC(=O)COc2ccccc2C)N2CCCC2)cc1 (stereo not given) | -5 | 12 | -8 | 0 | -7 | -2 | 20 | -2 | -0.2
CCn1cc(C(=O)NC2CCCC2)c(=O)c2cc(S(=O)(=O)N3CCOCC3)ccc21 | 19 | -1 | -1 | 1 | 1 | x | -2 | 4 | -1.9
CCC(C)[C@H](NC(=O)N1CC(=O)Nc2ccccc21)C(=O)N1CCC[C@H]1C(=O)O (stereo not given in full) | 9 | 7 | -18 | -2 | 2 | 1 | 101* | -2 | -1.2
CCC(NC(=O)c1ccccc1NC(=O)C(C)(C)C)C(=O)N1CCCC1 (stereo not given) | -13 | 9 | 1 | 1 | -2 | -1 | -10 | -2 | -0.9
O=C(NCc1ccccc1)NC1(C(=O)N2CCN3CCCC3C2)CCCCC1 (stereo not given) | -10 | 8 | 1 | -1 | -2 | -3 | 7 | -4 | -1.4
Cc1nonc1NC(=O)c1oc2ccccc2c1C | 3 | 0 | 4 | 0 | -4 | -1 | -7 | 0 | 0.1
OCCC1CN(Cc2cccn2-c2ncccn2)CCN1C1CCCC1 (stereo not given) | -2 | 16 | 0 | 0 | -1 | 0 | 0 | -7 | 0.7
CC1CN(S(=O)(=O)Cc2ccccc2)CC(C)O1 (stereo not given) | -13 | -8 | -5 | 0 | 2 | 9 | 2 | -7 | 3.5
NC1=C(Cl)C(=O)c2ccccc2C1=O | 2 | 13 | 3 | 2 | 3 | x | -6 | 8 | -2.7
Cc1cccc(NCc2ccccc2)c1 | 8 | -5 | 3 | -1 | -4 | 7 | -15 | 7 | -1.1
C[C@H](CO)N1C[C@H](C)[C@@H](CN(C)S(=O)(=O)c2ccccc2F)Oc2ncc(C#Cc3cccnc3)cc2C1=O | 3 | 2 | -4 | 9 | 0 | x | -18 | -2 | -1.4
CNC(=S)Nc1cc(S(=O)(=O)Nc2cc(Cl)ccc2Cl)ccc1N1CCCC1 | -3 | 10 | -3 | 1 | -2 | -1 | 2 | 1 | -3.0
NC(c1csc(Nc2cnccn2)n1)c1ccccc1Cl (stereo not given) | x | -8 | 6 | 1 | 0 | x | 3 | 2 | x
Cc1cc(-c2ccccc2)nn1-c1nc2c(c(=O)[nH]c(=O)n2C)n1C | 6 | 13 | 5 | 0 | -2 | 0 | 1 | 2 | -0.2
CN1CC[n+]2cnc3ccccc3c21 | -19 | -2 | 4 | 0 | 0 | -4 | 1 | 3 | 0.2
O=C(COc1cc(O)c2c(=O)c3ccccc3oc2c1)OCc1ccccc1 | 2 | -2 | 3 | 1 | -3 | 2 | -9 | 4 | 7.3
COc1cc2[nH]c(=S)n(CC3CCCO3)c(=O)c2cc1OC (stereo not given) | -5 | -2 | -3 | 2 | 3 | 6 | -2 | -4 | -0.8
Cc1sc2ncnc(NS(=O)(=O)c3ccc(Cl)cc3)c2c1C | 11 | 9 | 6 | 3 | 3 | -4 | -5 | 4 | 1.6
O=C(O)CC1S/C(=N/N=C/C=C/c2ccccc2)NC1=O (stereo not given) | 19&2 | -2&6 | -8&-4 | 0&0 | -1&1 | -4&2 | 6&6 | -3&-7 | -1.2&-1.3
COc1ccc(C(O)c2ncc(-c3cccc(OCc4ccccc4)c3)[nH]2)cc1F (stereo not given) | x | 0 | -7 | 4 | 1 | x | -13 | -3 | x
NNC(=O)CN1C(=O)C2(OCCO2)c2ccccc21 | 11 | 5 | 3 | 2 | -1 | x | -3 | -5 | -0.8
Nc1cc(-c2ccc(Br)cc2)nn1Cc1ccccc1 | -6 | 4 | 5 | 2 | 0 | x | -3 | 0 | -0.8
C[C@H]1CN=C(N(C)C)N1CCc1cccc(F)c1 | 1 | 6 | 5 | 0 | -7 | 3 | 2 | 6 | -0.1
COc1cccc(C(C(=O)NC2CCCCC2)N(C(=O)c2cccs2)c2ccc3c(c2)OCO3)c1 (stereo not given) | 0 | 6 | -1 | -1 | -3 | 5 | 3 | 0 | -0.6
COC(=O)C(CC(C)C)NC(=O)/C=C/c1ccccc1Cl (stereo not given) | -45 | -11 | 5 | 0 | -2 | -2 | 2 | 4 | -8.2
Cc1nn(C)c(=S)[nH]c1=S | -12 | 6 | 9 | 1 | 4 | x | -10 | 0 | 3.2
O=C(C#Cc1ccccc1)c1ccccc1 | -40 | 0 | -1 | 2 | 2 | x | 12 | 3 | 17
CCOc1ccc(S(=O)(=O)N2CCCC(C(=O)NCc3ccncc3)C2)cc1 (stereo not given) | 9 | 14 | -7 | 4 | -2 | 3 | -10 | -9 | 0.9
O=C(Oc1cccnc1)c1ccc(Cl)c(Cl)c1 | 21 | 2 | -10 | 3 | 3 | 2 | 0 | -3 | -0.1
COc1ccc(NC(=O)CCNS(=O)(=O)c2cc(Br)ccc2Br)cc1S(N)(=O)=O | -18 | 1 | 4 | 1 | -4 | 0 | -18 | -4 | 0.1
COc1cccc(C(=O)c2c[nH]c(C(=O)NCc3ccco3)c2)c1 | 3 | 5 | -4 | 4 | -2 | 3 | 8 | -2 | -1.6
CCOC(=O)C1=C(Nc2ccccc2)CC(C)(O)C(C(=O)OCC)C1c1ccc(Cl)cc1 (stereo not given) | 21&-58 | 4&-3 | -1&-9 | 1&-1 | -7&-5 | 4 | -4&8 | 3&-2 | -0.6&0.7
O=C(c1cccs1)N1C[C@@H](n2cc(C3CC3)nn2)[C@H](O)C[C@@H]1c1ccc(Cl)cc1 | 6 | 6 | 0 | 1 | 1 | x | 4 | -2 | -1.7
O=C(CCCC(=O)n1cnc2ccccc21)n1cnc2ccccc21 | 6 | 1 | 8 | 1 | -1 | -2 | 18 | -1 | 0.3
CCCN(CCC)c1ncnc2nc[nH]c12 | -11 | 3 | -5 | -1 | -2 | 0 | 6 | -3 | -0.8
Cc1cc(C)n(-c2ccc(NC(=O)C3CCN(Cc4ccc(C)o4)CC3)cc2)n1 | 6 | 4 | 0 | 2 | -5 | 7 | -5 | -1 | -0.1
COc1ccc(C(=O)NCC(c2ccccc2)N2CCCC2)cc1S(=O)(=O)N1CCOCC1 (stereo not given) | -5 | 4 | 10 | 1 | -6 | 1 | -3 | 7 | -1.5
COc1ccc(OC)c(NC(=O)c2cc(-c3cc(C)ccc3O)n[nH]2)c1 | -5 | 2 | 1 | 9 | 4 | x | -4 | -1 | 0.3

Going on with the list:
canonical_smiles | CRFR2-BP antag | M5 antag | M4 PAM | M4 ag | M5 ag | IDE inh | CHRM4 antagonist | M5 PAM | CRFBP-R2 agonist
CC1(c2nnnn2Cc2ccccc2)CCC(=O)N1CCCn1ccnc1 (stereo not given) | x | -12 | 12 | 1 | 1 | x | -8 | -2 | x
N=c1c(C(=O)NC2CCCCC2)cc2c(=O)n3ccccc3nc2n1Cc1ccc(F)cc1 | -2 | -11 | 7 | 2 | -6 | 4 | -6 | 4 | 4.6
CCc1noc(C)c1C(=O)NCCN1C(=O)S/C(=C\c2ccccc2F)C1=O | -7 | 5 | -6 | 14 | 7 | x | 1 | -11 | -1.3
CCOc1ccccc1NC(=O)NCc1ccc2c(c1)OCO2 | 10 | 7 | 2 | 1 | -1 | 7 | 8 | -6 | -2.1
NC(=O)c1ccsc1NC(=O)COC(=O)Cc1ccccc1[N+](=O)[O-] | 11 | 13 | -11 | 18 | 9 | x | -3 | -14 | -1.2
Cc1ccc(/C=N\Nc2nc3ccc(Cl)cc3[nH]2)o1 | -16 | -2 | -3 | 3 | -4 | 8 | -5 | -6 | 0.5
Cc1cc(S(=O)(=O)N2CCCC(N3CCOCC3)C2)c(C)cc1Cl (stereo not given) | 33 | -14 | -3 | 5 | -2 | 0 | -8 | 12 | -0.1
Cc1cccc(NC(=O)CSc2nnc(-c3ccccc3)n2N)c1 | -9 | 6 | 4 | 0 | -5 | 2 | -7 | -6 | -0.9
COc1ccc(C=O)cc1COc1ccccc1F | 7 | 1 | 21* | 0 | -2 | -1 | -4 | 1 | -2.5
O=C(COC(=O)CCc1ccccc1)NNC(=O)c1ccccc1 | -6 | 13 | 4 | 1 | -2 | 3 | -7 | 0 | 1.5
COc1ccc(-c2c(C)nc3c(-c4ccc(F)cc4)cnn3c2N)cc1 | 0 | 11 | 0 | 1 | -1 | 3 | -3 | -2 | 0.6
CC1=CC(=NOC(=O)/C=C/c2ccccc2)C=C(C)C1=O | 2 | 8 | -4 | 1 | 0 | 7 | 3 | -1 | -3.2
CC(C)(C)N1CC(C(=O)O)CC1=O (stereo not given) | 3 | -8 | -5 | 1 | 0 | 1 | 1 | 7 | 1.2
Cc1c(N)cccc1N | 27 | 8 | 3 | 0 | 0 | -1 | 0 | -4 | 4.7
Cc1c(NC(=O)c2cccs2)cccc1-c1nc2ccccc2s1 | -132 | 19 | -1 | 9 | 2 | 4 | 31* | 2 | 23

Screening data (PubChem)

Rows are unselected. About 2.9% of those tested had a hit in this group.
